bCat nuc transl – alters nuclear translocation of beta-catenin in HeLa cells; immunofluorescence imaging; nuclear translocation activity, % at 5 µM; hit rate 0.3% among 190,000; AID 1665;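 active means nuclear translocation activity above 50% at 5 µM, with a well cell count of 50 or more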;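 further: per-cell ratio of nuclear to cytoplasmic median beta-catenin stain intensity; plate controls were DMSO negative control for no effect and GSK-3 inhibitor IX positive control for full effect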
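System: HeLa cells, endogenous beta-catenin; compound dosing: 5 µM primary single dose, 0.1% DMSO, 0.02–20 µM confirmation series; incubation: 24 h compound exposure at 37°C, 5% CO2; signal: beta-catenin immunofluorescence imaging with DAPI; evaluation: % activation, nuclear-to-cytoplasmic median beta-catenin signal ratio per cell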
Ins promoter up – MIN6 insulin promoter up-regulation. MIN6 insulin promoter-GFP reporter, high-content imaging; hits give high values. z-score at 5 µM. hit rate 0.3% among 190,000;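 active means z-score above 3 at 5 µM with at least 500 cells counted in the well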
TNAP activators – stimulation of alkaline phosphatase TNAP activity – biochemical, luminescent, no phosphate acceptor, uHTS, primary screen (AID 1001); purified TNAP, luminescent activation assay, no phosphate acceptor; higher activation fold means a stronger effect; one-dose activation fold at 20 µM; EC50 in µM for titrated hits; hit rate 0.03% among 200,000; in the data active means activation fold from about 3, or a potency from the dose series; inactive means the rest, 99 in 100 with activation fold below about 1.6; further: many of its hits are not listed in these tables
Dynein cargo inh – blocks dynein driven cargo transport along microtubules; 3617.4 mouse cells, GR-EGFP nuclear translocation imaging; test concentration mostly 20 µM; stimulated with dexamethasone, 1 µM; hits give low values; z-score, hits read low; hit rate 0.47% among 220,000;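 active means plate z-score of nuclear minus cytoplasmic receptor signal below a set negative limit, without overly bright fluorescence or cell loss, cut at about -3.5 in these data, passing the limit was not always enough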;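 further: z-score of nuclear minus cytoplasmic ring GR-EGFP intensity difference per well; some compounds called inactive have numbers as strong as hits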
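Also added – dexamethasone, 1.0 µM final · Buffer or medium – tet-free, stripped-serum medium · Schedule – induction 48 h, compound 1 h, agonist 30 min · Detection – formaldehyde fixation, Hoechst nuclear stain, 10x automated fluorescence imaging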
MT stabilize HCS – stabilizes microtubules in HeLa cells; HeLa tubulin immunostaining HCS, 24 h; share of cells brighter than vehicle mean+2SD; % tubulin-high responders, % at 10 µM; hit rate 0.83% among 200,000;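 active means plate Z-score above 3 for both tubulin-high and condensed-nucleus cell shares, with cell loss under 80%, at 10 µM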;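 further: anti alpha tubulin signal scored within the nucleus-defined area of each cell; some results filed as inactive read as strong as hits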
T cell HTS – T cell immune modulation candidate; 2C CD8+ T cell-vesicle binding, flow cytometry; hits give low values; AID 2052; calls only at 7 µM; hit rate 0.068% among 330,000;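 active means response, share of CD8 T cells binding vesicles, and their 90th percentile fluorescence all below set limits, cut at about 80% in these data, passing the limit was not always enough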
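Material: murine 2C transgenic CD8+ T lymphocytes / Also added: QL9-peptide-loaded Drosophila micro-vesicles bearing Ld, ICAM-1 and B7-1 / Schedule: binding step 1.5 h, 37 °C, antibody labelling 20 min, ice / Signal: flow cytometry, PE anti-B7-1 (FL2) versus Alexa647 anti-CD8 (FL8), PFA-fixed / Evaluation: percent CD8+ FL2 mean versus row control / Benchmarks: naked versus QL9-loaded vesicles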
Myeloid diff MLP – compounds promoting myeloid differentiation; ER-HoxA9 myeloid progenitors, lysozyme-GFP differentiation, flow cytometry; calls only at 10 µM; hit rate 1% among 360,000;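 active means normalized GFP-positive differentiation at or above the plate's own cutoff, the solvent-only control mean plus 3 SD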;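 further: cells exposed to compound for four days before flow analysis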
PMI inhibitors – MPI enzyme activity inhibition – biochemical, fluorescence intensity, coupled assay, primary screen (AID 1209). hit rate 0.42% among 190,000. purified PMI enzyme, coupled fluorescence intensity; higher % means a stronger effect. inhibition, % at 20 µM, or IC50 in µM where a hit was titrated; in the data active means inhibition above about 50%;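 further: plate controls were DMSO vehicle for no effect and wells lacking substrate for full effect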
Lipid droplet – hepatic lipid droplet formation modulation; AML12 mouse hepatocytes, oleate lipid droplets, BODIPY imaging; inhibition, % at 6.5 µM; hit rate 0.4% among 240,000; AID 1656;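 active means lipid droplet intensity inhibited by at least 50%, with more than 500 cells counted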
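Assay system: AML12 hepatocytes (mouse) / Also added: 100 µM oleic acid challenge / Times: overnight treatment with compound plus oleate / Detection: high-content imaging of BODIPY-stained droplets and DAPI nuclei / Evaluation: % inhibition of lipid droplet signal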
Dynein cargo inh cytoplasmic EGFP – further read-out of Dynein cargo inh, marked with its call; z-score; measured here: cytoplasmic GR-EGFP intensity; hits give high values
Dynein cargo inh nuclear GR-EGFP – second read-out of Dynein cargo inh, no call of its own (marks repeat the call); z-score; measured here: nuclear GR-EGFP intensity;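 lower value marks the stronger effect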
Dynein cargo inh cell count – second read-out of Dynein cargo inh, no call of its own (marks repeat the call); z-score; measured here: cell count per field
Ins promoter up cell count – second read-out of Ins promoter up, no call of its own (marks repeat the call); cell count; measured here: cytotoxicity, nuclei count;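 total cells summed across four imaged fields per well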
Lipid droplet cells 6.5 µM – also measured in Lipid droplet; calls as there; cell count; measured here: cell count, cytotoxicity flag;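 cells counted across two imaged fields per well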
bCat nuc transl cell count 5 µM – second read-out of bCat nuc transl, no call of its own (marks repeat the call); cell count; measured here: cell count, cytotoxicity flag
T cell HTS vesicle-bound % – recorded beside T cell HTS, whose call it bears; double positive events, %; measured here: CD8+ vesicle-bound cell fraction;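 binding gate set so that unloaded-vesicle control wells show 10% double positive cells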
MT stabilize HCS Hoechst-high % – second read-out of MT stabilize HCS, no call of its own (marks repeat the call); % Hoechst-high responders; measured here: nuclear condensation Hoechst responders;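 share of cells brighter than vehicle mean plus two SD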
MT stabilize HCS cytotoxicity % – recorded beside MT stabilize HCS, whose call it bears; toxicity, %; measured here: cytotoxicity by cell density;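 0% = mean cell density of plate MIN control wells and 100% = no cells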
Myeloid diff MLP GFP+ MAC1+ % – further read-out of Myeloid diff MLP, marked with its call; GFP+ MAC1+ double positive, %; measured here: differentiation confirmed by MAC1 staining
Numbers without * were called inactive; i = inactive; . = not tested or not shown. Some of the compounds tested; the hit share may differ from the screen's.

SMILES	bCat nuc transl	bCat nuc transl cell count 5 µM	Ins promoter up	Ins promoter up cell count	TNAP activators	Dynein cargo inh	Dynein cargo inh cytoplasmic EGFP	Dynein cargo inh nuclear GR-EGFP	Dynein cargo inh cell count	MT stabilize HCS	MT stabilize HCS Hoechst-high %	MT stabilize HCS cytotoxicity %	T cell HTS	T cell HTS vesicle-bound %	Myeloid diff MLP	Myeloid diff MLP GFP+ MAC1+ %	PMI inhibitors	Lipid droplet	Lipid droplet cells 6.5 µM
N#CC(C#N)=NNc1ccc(-n2ccc(C(F)(F)F)n2)cc1	0.5	1239	.	.	.	-0.0416	-0.147	0.49	-0.984	.	.	.	i	5.4	i	0.2	.	-36.6	729
COc1cc(OC)cc(C(=O)Nc2ccc(Br)cc2C(=O)c2ccccc2)c1	-0.7	1124	-0.25	1559	1	1.61	-0.0558	1.28	-1.37	3.3	3.4	0.1	i	49.2	i	0.3	4.6%	9.5	655
CCCC(C)(COC(N)=O)COC(=O)NC(C)C (configuration not stated)	-3.1	594	.	.	1.1	-0.684	-0.254	-0.166	0.798	4.0	3.5	9.4	i	28.2	i	2.0	-7.1%	19.2	714
O=[N+]([O-])c1ccc(NCCO)c2ncccc12	-0.6	889	0.22	1489	0.9	-0.675	0.135	0.365	0.573	2.9	2.8	4.6	i	0.0	i	0.6	8.9%	-3.1	690
N#CC(C#N)=Cc1ccc(-c2ccccc2F)o1	2.3	481	-0.07	1180	0.9	-0.62	4.06	-0.0595	-0.0829	3.3	2.4	4.9	i	39.8	i	0.6	4.6%	6.4	782
O=c1c2ccccc2nc(CNCc2ccco2)n1-c1ccc(F)cc1	-0.2	551	0.07	1229	1	-1.55	-0.107	-1.07	1.02	2.5	2.3	3.8	i	52.4	i	0.5	18.1%	-0.6	704
COc1ccc(N2C(=O)/C(=C/c3cc(C)n(-c4ccc(C)cn4)c3C)C(=O)NC2=S)c(OC)c1	-4.1	1118	-0.05	1540	0.8	0.924	-0.172	0.26	0.357	4.4	1.5	3.0	i	53.3	i	0.2	-59.8%	-10.7	671
O=[N+]([O-])c1cc(F)c(N2CCCCCC2)cc1N1CCNCC1	1.1	1401	-0.25	1317	0.8	3.47	-0.205	1.96	-0.405	2.7	2.9	6.7	i	42.7	i	0.0	1.3%	2.2	617
O=C1C2CCN(CC2)C1Cc1ccccc1O (configuration not stated)	2.8	1446	-0.22	1562	1	1.06	-0.364	0.611	-0.207	1.8	1.9	8.9	i	58.7	.	.	-6.7%	.	.
CC1=CC(=C2C(=O)NC(=S)NC2=O)C=C(C(F)(F)F)N1C	.	.	-0.92	1077	1.1	0.317	0.155	0.615	-1.05	1.8	1.0	2.1	i	31.7	i	2.1	0.0%	1.0	738
O=C1CC(=O)N(c2ccc3c(c2)OCO3)C(=O)N1	.	.	-0.07	1235	1.1	0.533	0.469	0.252	0.75	3.1	2.0	3.4	i	47.7	i	3.4	-1.9%	-7.9	750
Cc1cc(/C=C2\C(=O)NC(=S)N(C)C2=O)c(C)n1C1CCCCC1	-1.1	1046	-0.2	1585	0.8	-0.892	-0.0747	-0.498	0.97	3.2	2.5	6.4	i	7.7	i	2.5	-17.8%	-18.0	539
CN=C(SCc1ccccc1)c1c(O)n(C)c(=O)n(C)c1=O	0.4	1128	-0.76	956	1.1	-0.15	-0.432	-0.0751	0.681	2.4	2.1	4.6	i	8.6	i	0.4	4.3%	.	.
CCOC(=O)c1c(/N=C/c2c(O)n(-c3cccc(C)c3)c(=O)[nH]c2=O)sc2c1CCCC2	1.8	946	0.58	1120	1.3	0.0156	0.481	0.0725	-0.717	1.3	3.4	13.3	i	44.1	i	0.4	26.0%	-1.9	435
Nc1nnc(CCN2CCCCC2)s1	0.7	1100	0.16	1152	1.1	0.479	-0.276	0.0929	0.875	1.7	1.6	2.1	i	34.5	i	1.0	-12.1%	10.7	721
O=P(O)(O)COc1ccccc1O	2.2	620	-0.37	1050	1	-0.335	-0.346	-0.0724	0.325	4.2	3.6	4.2	i	26.1	i	7.8	5.6%	.	.
O=C(NC(=C(Cl)Cl)P(=O)(c1ccccc1)c1ccccc1)c1ccccc1	0.7	1123	0.13	1335	1.5	-0.298	-0.263	-0.241	0.0581	2.5	3.0	0.1	i	46.8	i	1.7	13.8%	-2.3	648
Cc1c(C=O)c2ccccc2n1Cc1ccc([N+](=O)[O-])cc1	-1.2	552	0.38	1444	1.1	-0.301	-0.26	-0.00744	0.863	3.2	2.1	0.2	i	52.6	i	0.6	-4.4%	-10.0	606
CCCCn1c(O)c(C(C)=NCc2ccco2)c(=O)[nH]c1=O	0.1	1321	0.38	1115	.	0.476	-0.116	0.206	0.667	.	.	.	i	53.8	i	1.0	.	-7.8	705
CC1CN=C(NCCc2ccccc2)S1 (configuration not stated)	5.0	821	.	.	1.2	-0.0762	-0.264	0.163	0.354	1.4	1.0	7.9	i	33.5	i	0.4	3.4%	14.6	657

6 structures already listed, ordered by count of non-hydrogen atoms, lowest first.
SMILES	bCat nuc transl	bCat nuc transl cell count 5 µM	Ins promoter up	Ins promoter up cell count	TNAP activators	Dynein cargo inh	Dynein cargo inh cytoplasmic EGFP	Dynein cargo inh nuclear GR-EGFP	Dynein cargo inh cell count	MT stabilize HCS	MT stabilize HCS Hoechst-high %	MT stabilize HCS cytotoxicity %	T cell HTS	T cell HTS vesicle-bound %	Myeloid diff MLP	Myeloid diff MLP GFP+ MAC1+ %	PMI inhibitors	Lipid droplet	Lipid droplet cells 6.5 µM
O=P(O)(O)COc1ccccc1O	2.2	620	-0.37	1050	1	-0.335	-0.346	-0.0724	0.325	4.2	3.6	4.2	i	26.1	i	7.8	5.6%	.	.
CC1CN=C(NCCc2ccccc2)S1 (configuration not stated)	5.0	821	.	.	1.2	-0.0762	-0.264	0.163	0.354	1.4	1.0	7.9	i	33.5	i	0.4	3.4%	14.6	657
O=[N+]([O-])c1cc(F)c(N2CCCCCC2)cc1N1CCNCC1	1.1	1401	-0.25	1317	0.8	3.47	-0.205	1.96	-0.405	2.7	2.9	6.7	i	42.7	i	0.0	1.3%	2.2	617
O=c1c2ccccc2nc(CNCc2ccco2)n1-c1ccc(F)cc1	-0.2	551	0.07	1229	1	-1.55	-0.107	-1.07	1.02	2.5	2.3	3.8	i	52.4	i	0.5	18.1%	-0.6	704
O=C(NC(=C(Cl)Cl)P(=O)(c1ccccc1)c1ccccc1)c1ccccc1	0.7	1123	0.13	1335	1.5	-0.298	-0.263	-0.241	0.0581	2.5	3.0	0.1	i	46.8	i	1.7	13.8%	-2.3	648
CCOC(=O)c1c(/N=C/c2c(O)n(-c3cccc(C)c3)c(=O)[nH]c2=O)sc2c1CCCC2	1.8	946	0.58	1120	1.3	0.0156	0.481	0.0725	-0.717	1.3	3.4	13.3	i	44.1	i	0.4	26.0%	-1.9	435

Later entries
SMILES	bCat nuc transl	bCat nuc transl cell count 5 µM	Ins promoter up	Ins promoter up cell count	TNAP activators	Dynein cargo inh	Dynein cargo inh cytoplasmic EGFP	Dynein cargo inh nuclear GR-EGFP	Dynein cargo inh cell count	MT stabilize HCS	MT stabilize HCS Hoechst-high %	MT stabilize HCS cytotoxicity %	T cell HTS	T cell HTS vesicle-bound %	Myeloid diff MLP	Myeloid diff MLP GFP+ MAC1+ %	PMI inhibitors	Lipid droplet	Lipid droplet cells 6.5 µM
O=P(OCC(F)(F)C(F)F)(N1CCOCC1)N1CCOCC1	-4.9	1167	-0.95	914	1.1	-0.239	-0.00619	-0.699	0.055	4.7	3.0	2.9	i	35.5	i	1.0	7.5%	-2.7	700
CCOC(=O)c1c(C)[nH]c(C(=O)C(Cc2ccccc2)N(C)C)c1C (configuration not stated)	2.9	1004	0.54	850	1	-0.717	-0.243	-0.0287	0.722	1.8	1.1	0.5	i	29.9	i	6.6	17.8%	-6.5	754
O=C1CC(c2ccccc2)CN1 (configuration not stated)	0.2	1254	0.52	1058	.	-0.241	-0.253	-0.222	0.398	.	.	.	i	34.5	i	0.8	.	1.1	675
Cc1ccc(C2C(S(C)(=O)=O)=C(O)C(=O)N2c2ccccc2)cc1 (configuration not stated) (tested in a mixture with another compound)	-1.9	1311	0.6	1549	1	0.631	-0.0788	0.709	0.192	2.3	3.5	6.9	i	41.9	i	0.7	0.6%	.	.

Screens deposited in PubChem BioAssay by several laboratories.
